iPSC survival up: enhancers of human iPSC single-cell survival. survival enhancement, % at 20 µM. 360,000 tested, 0.044% active. hiPSC single-cell survival, ATPlite luminescence; 100% = ROCK inhibitor wells, 0% = DMSO; in the data active = survival enhancement above about 18%;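 note: cells exposed to compounds for 16 hours before the ATP read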
TRPM1 prom inh: MITF TRPM1 promoter inhibition in SK-MEL-5 cells; SK-MEL-5 TRPM1 promoter luciferase, 24 h; AID 488899; inhibition, % at 12.5 µM; 330,000 tested, 0.83% active;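 active = mean inhibition across replicates of 60% or more, whatever share of single replicates reaches that level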; note: values of inactives mirror those of a sister screen read the other way
C8 TRAIL sens: caspase-8 TRAIL sensitization; NB7+C8 cells + TRAIL, ATPlite viability luminescence; inhibition (viability loss, TRAIL sensitization), % at 10 µM; 360,000 tested, 1% active;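 active = compounds causing at least 50% loss of cell viability in the single-dose screen, relative to plate controls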
KKLEB tox: reduces viability of KKLEB cystic fibrosis airway cells. AID 602141. 360,000 tested, 0.36% active. activity change (cytotoxicity), % at 5 µM. KKLEB CF airway cells viability, ATPlite luminescence, overnight; stronger effect = lower value; cells stimulated with P. aeruginosa culture filtrate;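 active = corrected activity change at or below -50% at 5 µM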
EBV LMP1 NFkB: Epstein-Barr LMP1 NF-kappaB reporter inhibition; LMP1-induced NF-kappaB luciferase reporter cells, luminescence; inhibition, % at 12.5 µM; 350,000 tested, 0.69% active; in the data active = inhibition above about 41%;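 note: 0% = neutral control wells and 100% = reference inhibitor control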
CF NFkB block: inhibitors of cystic fibrosis induced NF-kB; inhibition, % at 5 µM; AID 588850; 360,000 tested, 0.86% active; KKLEB NF-kB-GFP reporter, PAF-induced, GFP fluorescence overnight;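 active = at least 50% inhibition at 5 µM, scaled per plate between neutral and stimulator controls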;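 note: PAF is a Pseudomonas aeruginosa culture filtrate used as stimulus; plate controls were PAF-stimulated DMSO wells for no effect and unstimulated DMSO wells for full effect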
NR2E3 ag-1: activates human NR2E3 receptor; 360,000 tested, 0.35% active; AID 602229; inhibition of corepressor binding, % at 3.98 µM; CHO-S Gal4-NCOR/VP16-NR2E3 two-hybrid, luciferase;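 active = inhibition above the mean of all tested compounds plus 3 SD, cut at about 70% in these data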;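 note: 0% = DMSO with NR2E3 transfected cells and 100% = cells lacking NR2E3 construct; higher means lower luciferase signal from less NR2E3 corepressor binding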
Target sequence (Q9Y5X4 whole entry, looked up, the tested form may be a part): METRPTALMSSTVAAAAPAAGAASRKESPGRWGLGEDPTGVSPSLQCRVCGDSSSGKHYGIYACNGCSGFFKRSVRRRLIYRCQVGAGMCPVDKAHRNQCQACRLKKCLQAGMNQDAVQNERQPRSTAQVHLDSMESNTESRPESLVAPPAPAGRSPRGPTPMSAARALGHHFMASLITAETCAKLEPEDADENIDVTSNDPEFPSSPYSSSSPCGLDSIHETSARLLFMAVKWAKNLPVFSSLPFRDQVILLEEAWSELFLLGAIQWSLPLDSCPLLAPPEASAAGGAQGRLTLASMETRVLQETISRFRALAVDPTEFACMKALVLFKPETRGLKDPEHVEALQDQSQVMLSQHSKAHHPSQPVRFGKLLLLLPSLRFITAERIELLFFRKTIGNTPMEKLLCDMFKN
NR2E3 ag-2: activates human photoreceptor nuclear receptor NR2E3; 320,000 tested, 0.12% active; AID 2300; GST-NR2E3/biotin-RetCOR TR-FRET, 1536-well; Q9Y5X4; inhibition of corepressor binding, % at 4.78 µM;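 active = percent inhibition above the cutoff of mean plus 3 SD of all tested compounds, set per screening campaign, cut at about 20% in these data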;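 note: 0% = DMSO wells and 100% = biotin wells as full block of FRET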
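Format: 1536-well format; test system: GST-NR2E3 and biotin-RetCOR proteins; read-out basis: percent inhibition of TR-FRET ratio; timing: 5 h incubation at 4 °C; detection: time-resolved FRET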
Shn3 3UTR inh: Schnurri-3 reporter inhibition in Clone20 osteoblasts | Clone20 osteoblast Shn3 3'UTR firefly luciferase, 24 h | AID 588674 | 360,000 tested, 0.52% active | inhibition, % at 12.5 µM;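 active = mean inhibition of at least 75% with every replicate also reaching 75%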;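 note: 0% = median of neutral control wells and 100% = pilot-screen positive control compound; some compounds past the cut are filed as inactive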
Peg3 prom inh: reduces Peg3 promoter-driven luciferase expression in HeLa. HeLa PEG-Prom luciferase reporter, luminescence, overnight. inhibition, % at 20 µM. 360,000 tested, 1.7% active;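 active = inhibition of at least 50% at 20 µM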
HIF-2a inh: HIF-2a inhibition. 360,000 tested, 0.72% active. inhibition, % at 18.8 µM. 786-0 RCC cells HIF-2a reporter, luciferase luminescence, overnight. AID 624352;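 active = inhibition of the luminescence signal of 40% or more relative to plate controls, in a single-dose primary screen at 18.75 µM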
* marks the source's active call; other numbers are inactive results; nt = no result given. Only part of the results is shown; rates above refer to the full screens.

SMILES | iPSC survival up | TRPM1 prom inh | C8 TRAIL sens | KKLEB tox | EBV LMP1 NFkB | CF NFkB block | NR2E3 ag-1 | NR2E3 ag-2 | Shn3 3UTR inh | Peg3 prom inh | HIF-2a inh
Cc1ccc(C2CC(=O)c3cnc(N4CCN(c5ccccc5)CC4)nc3C2)cc1 (configuration not stated) | -1.0 | 11 | 16 | 6 | 17 | -5 | -19 | 0 | 28 | 1 | 12
Cc1cc2nc3c(c(C(F)(F)F)n2n1)CCCC3 | -1.4 | 6 | 3 | 22 | 8 | -9 | 15 | 4 | -8 | 8 | 12
O=C(/C=C/c1c(Cl)cccc1Cl)NCCCn1ccnc1 | -0.6 | nt | -2 | 5 | nt | -1 | -14 | 2 | 9 | 22 | 10
Cc1ccc(S(=O)(=O)N2CCN(C(=O)C(C)Cn3nc(C)c(C)c3C)CC2)cc1C (configuration not stated) | 0.0 | -6 | 2 | -1 | 3 | 4 | 22 | 3 | 76 | 0 | -14
COC(=O)Cn1c2ccc(C)cc2c2nc3ccccc3nc21 | 0.5 | 15 | 18 | 10 | -7 | -11 | -4 | nt | -21 | 12 | -61
COc1ccc(OC)c(N(CC(=O)Nc2cccnc2)S(=O)(=O)c2ccc(OC)c(OC)c2)c1 | 0.3 | -1 | -21 | 4 | -3 | 7 | -31 | 2 | 4 | 21 | 17
O=C(NCCCN1CCOCC1)c1cc2c(=O)[nH]c3ccccc3c2s1 | -2.1 | -2 | -1 | 11 | -10 | -2 | -16 | 3 | 1 | 7 | -6
Cc1nc2c(-c3ccc(F)cc3)c(C)nn2c(C)c1CCC(=O)Nc1ccc(F)cc1F | 0.2 | 56 | -8 | -2 | 4 | 8 | 7 | 0 | 28 | -10 | 13
Cc1ccc(-c2nc(C)sc2CC(=O)Nc2cccc(C)c2C)cc1 | -0.1 | 14 | 6 | 3 | -4 | -5 | -10 | 1 | -3 | 6 | 8
CC(=O)Nc1ccccc1NC(=O)c1cccc2ccccc12 | 4.5 | 9 | 0 | 11 | -1 | -11 | -3 | 0 | 7 | -6 | 21
COc1cc(O)c(C(C)=O)c2c1C=CC(C)(C)O2 | 2.0 | -1 | 0 | 17 | -12 | 4 | -13 | nt | 5 | 3 | 7
CCCc1cnc(N2CCN(C(=O)c3ccc(F)cc3)CC2)nc1 | 1.1 | 10 | -9 | 10 | 9 | -4 | -35 | 1 | 14 | -1 | 12
Cc1ccccc1NC(=O)Cc1nc(COC(=O)COc2ccc(C(C)(C)C)cc2)cs1 | 4.1 | -2 | 2 | -5 | 0 | -14 | 7 | -1 | -20 | -1 | 1
Cc1cc(NC(=O)c2cccnc2Cl)ccc1NC(=O)c1cc2ccccc2o1 | 0.7 | 0 | 4 | -2 | -1 | 12 | 14 | 1 | 37 | 9 | -7
C=CCOc1ccc(CN(C)CC(O)COc2cccc3ccccc23)cc1 (configuration not stated) | 0.8 | 3 | 7 | -4 | -3 | 9 | -14 | 3 | 17 | 41 | 2
CCc1cccc2c(N=O)c(O)[nH]c12 | 2.3 | 10 | 6 | 1 | -11 | 12 | 4 | -3 | 9 | -6 | 4
COc1ccc(N(CC(=O)NCCSC2CCCCC2)S(=O)(=O)c2ccc(C)cc2)cc1 | 0.4 | 2 | -6 | -6 | -1 | -4 | -26 | 2 | 17 | 11 | 10
Cn1c(=O)c2c(ncn2CC(=O)N2CCN(S(=O)(=O)c3ccc(Cl)cc3)CC2)n(C)c1=O | -0.1 | -6 | 1 | -3 | -2 | 9 | 1 | 0 | -2 | 6 | 16
Cc1ccc(NC(=O)CN2C(=O)C3CCCCN3C(=O)c3ccccc32)cc1 (configuration not stated) | -1.0 | 3 | -3 | 8 | 2 | 3 | -2 | 0 | -11 | 5 | 9
COc1ccc(CNC(=O)C2CCC(=O)N(C3CCCCCC3)C2)c(OC)c1 (configuration not stated) | -3.8 | nt | 5 | -2 | 0 | -6 | 9 | nt | 10 | 5 | -15
C=CCOC(=O)c1[nH]c2c(c1C)C(=O)CC(c1cc(OC)c(OC)c(OC)c1)C2 (configuration not stated) | 0.0 | 33 | 28 | 3 | 23 | -2 | 54 | 0 | 88* | 17 | -6
O=C(COC(=O)c1ccccc1Br)NCC1CCCCC1 | -1.2 | nt | 5 | 17 | nt | -28 | -5 | nt | -13 | -105 | -11
COc1ccc(C(=O)N/N=C(\C)Cn2nc([N+](=O)[O-])cc2C)cc1 | -1.5 | -8 | -12 | 0 | -3 | 6 | 5 | -1 | 1 | -6 | 3
CCOC(=O)N1CCN(c2c(NCC3CCCO3)c(=O)c2=O)CC1 (configuration not stated) | 1.7 | 6 | -4 | -7 | -4 | 5 | -5 | 1 | 9 | 9 | 10
COc1ccc(-c2nnc(N(C)C(=O)c3ccno3)s2)cc1 | -1.5 | -79 | 29 | 4 | 3 | -9 | -53 | -2 | -73 | -220 | -178
Cc1ccc(-c2noc(-c3cc4ccccc4oc3=O)n2)cc1 | -0.2 | -50 | 7 | 9 | -4 | -18 | -38 | 2 | -10 | -212 | -145
Cn1c(=O)n(CC(=O)NCC2CCCO2)c(=O)c2c3c(sc21)COC(C)(C)C3 (configuration not stated) | -0.7 | 4 | 15 | -1 | -6 | 0 | -4 | -4 | 4 | -12 | 6
C[C@@H]1COC(=O)[C@H](NC(=O)OCC2c3ccccc3-c3ccccc32)C/C=C\C[C@@H](CC(=O)N(CCO)Cc2ccccc2)C(=O)N1 | 2.0 | 1 | 1 | 9 | -6 | -8 | 9 | nt | 26 | -21 | 13
O=C(N/N=C\C=C\c1ccc2c(c1)OCO2)C1COc2cc3ccccc3cc2O1 (configuration not stated) | 0.1 | -10 | 7 | 10 | -3 | -10 | 5 | -1 | 9 | 10 | 10
CC(OC(=O)CCCN=C1NS(=O)(=O)c2ccccc21)C(=O)Nc1ccc(F)cc1Cl (configuration not stated) | 0.3 | -9 | -15 | 15 | 8 | -9 | -15 | -1 | -11 | 10 | 10
COc1ccc(NC(=O)CN(c2ccc(OC)cc2)S(=O)(=O)c2ccc(OC)c(OC)c2)cc1 | -0.7 | 9 | 6 | -11 | 3 | 23 | -7 | -4 | 19 | 7 | 20
O=C(NCCN1CCCCC1)c1ccc(F)cc1Cl | -0.6 | -6 | 7 | 2 | 4 | 2 | -16 | 1 | 2 | -28 | -13
COc1ccccc1S(=O)(=O)Cc1ccc(C(=O)NCc2ccco2)o1 | -0.1 | -12 | 4 | -12 | 2 | 17 | -14 | 4 | -5 | 11 | 9
COc1ccc(S(=O)(=O)Nc2cc(C(=O)NC(C)C)ccc2N2CCOCC2)cc1 | 0.2 | -3 | 7 | -2 | -13 | -1 | -5 | 6 | 1 | 26 | 2
Cc1ccc(S(=O)(=O)c2cc3c(=O)n4cccc(C)c4nc3n(CC3CCCO3)c2=N)cc1C (configuration not stated) | 1.9 | 0 | -5 | -5 | 1 | 10 | 8 | 1 | 26 | 6 | 7
C/C(=N\Nc1cc(C(F)(F)F)ccc1Cl)c1ccncc1 | -0.3 | -3 | -14 | 2 | -15 | -5 | -14 | -1 | 5 | 9 | 8
Cn1cc(C(=O)N2CCCC(Nc3ccc(F)cc3)C2)c2ccccc21 (configuration not stated) | -0.1 | 3 | 4 | -4 | -4 | -13 | -4 | 3 | -4 | -19 | 13
Cc1nc(CNS(=O)(=O)c2cc(C)c(C)cc2C)cs1 | -0.5 | 4 | -8 | -11 | -25 | 14 | -7 | 2 | 1 | 3 | 11
COc1ccc(/C=N/n2cnc3c([nH]c4ccc(F)cc43)c2=O)cc1CSc1ccccn1 | 0.6 | 5 | 13 | -11 | -13 | -7 | 5 | 0 | 45 | 31 | 18
Cc1cccc(C)c1-n1c(C)cc(/C=N/NC(N)=S)c1C | -1.1 | 12 | -25 | -20 | -4 | -11 | -21 | 4 | -3 | 11 | 7
Cc1nnc(SCc2nc3scc(-c4ccccc4)c3c(=O)[nH]2)s1 | 0.5 | -1 | 4 | -2 | 9 | -1 | -8 | -4 | -55 | -74 | 2
N#Cc1ccccc1NC(=O)C1CCCO1 (configuration not stated) | 2.3 | nt | -11 | -18 | 2 | -3 | -9 | nt | -4 | -5 | 3
O=C(COc1ccccc1)Nc1ccc2[nH]c(=O)[nH]c2c1 | 0.4 | 25 | 1 | 8 | -8 | -16 | -13 | -2 | -2 | 28 | 4
O=C(Nc1nnc([C@H]2C[C@H](O)[C@@H](CO)O2)s1)c1cccc(C(F)(F)F)c1 | -2.2 | nt | 2 | 4 | nt | 0 | -37 | nt | -9 | 6 | -3

Reformatted: results already given
molecule	iPSC survival up	TRPM1 prom inh	C8 TRAIL sens	KKLEB tox	EBV LMP1 NFkB	CF NFkB block	NR2E3 ag-1	NR2E3 ag-2	Shn3 3UTR inh	Peg3 prom inh	HIF-2a inh
COc1ccc(NC(=O)CN(c2ccc(OC)cc2)S(=O)(=O)c2ccc(OC)c(OC)c2)cc1	-0.7	9	6	-11	3	23	-7	-4	19	7	20
O=C(NCCN1CCCCC1)c1ccc(F)cc1Cl	-0.6	-6	7	2	4	2	-16	1	2	-28	-13
COc1ccccc1S(=O)(=O)Cc1ccc(C(=O)NCc2ccco2)o1	-0.1	-12	4	-12	2	17	-14	4	-5	11	9
COc1ccc(S(=O)(=O)Nc2cc(C(=O)NC(C)C)ccc2N2CCOCC2)cc1	0.2	-3	7	-2	-13	-1	-5	6	1	26	2
Cc1ccc(S(=O)(=O)c2cc3c(=O)n4cccc(C)c4nc3n(CC3CCCO3)c2=N)cc1C (configuration not stated)	1.9	0	-5	-5	1	10	8	1	26	6	7
C/C(=N\Nc1cc(C(F)(F)F)ccc1Cl)c1ccncc1	-0.3	-3	-14	2	-15	-5	-14	-1	5	9	8
Cn1cc(C(=O)N2CCCC(Nc3ccc(F)cc3)C2)c2ccccc21 (configuration not stated)	-0.1	3	4	-4	-4	-13	-4	3	-4	-19	13
Cc1nc(CNS(=O)(=O)c2cc(C)c(C)cc2C)cs1	-0.5	4	-8	-11	-25	14	-7	2	1	3	11
COc1ccc(/C=N/n2cnc3c([nH]c4ccc(F)cc43)c2=O)cc1CSc1ccccn1	0.6	5	13	-11	-13	-7	5	0	45	31	18
Cc1cccc(C)c1-n1c(C)cc(/C=N/NC(N)=S)c1C	-1.1	12	-25	-20	-4	-11	-21	4	-3	11	7
Cc1nnc(SCc2nc3scc(-c4ccccc4)c3c(=O)[nH]2)s1	0.5	-1	4	-2	9	-1	-8	-4	-55	-74	2
